PRMT1 FP inh: inhibitors of human PRMT1; Q99873; recombinant PRMT1, activity-based probe fluorescence polarization; inhibition, % at 2.79 µM; 370,000 tested, 1.3% active; AID 652257;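 active = inhibition above about 21% made by adding two undisclosed values, limit read from the data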
TDP2 inh: blocks human TDP2 phosphodiesterase activity | O95551 | recombinant TDP2, T5PNP hydrolysis, p-nitrophenol absorbance 415 nm | inhibition, % at 12.8 µM | 370,000 tested, 0.34% active;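 active = inhibition above the mean of all tested compounds plus 3 SD, set per campaign, cut at about 25% in these data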;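 note: 0% = DMSO with enzyme and 100% = buffer with substrate but no TDP2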
Target sequence (O95551 whole entry, looked up): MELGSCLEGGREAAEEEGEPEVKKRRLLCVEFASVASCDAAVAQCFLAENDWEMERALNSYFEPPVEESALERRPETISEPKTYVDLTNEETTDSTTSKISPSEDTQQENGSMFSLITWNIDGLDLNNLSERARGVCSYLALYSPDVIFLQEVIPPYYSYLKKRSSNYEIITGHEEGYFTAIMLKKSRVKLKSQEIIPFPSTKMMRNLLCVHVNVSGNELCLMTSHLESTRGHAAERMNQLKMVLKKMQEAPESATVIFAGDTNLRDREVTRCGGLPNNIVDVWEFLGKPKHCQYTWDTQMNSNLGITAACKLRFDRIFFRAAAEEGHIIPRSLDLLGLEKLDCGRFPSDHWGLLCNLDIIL
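Test system: human TDP2 enzyme; Input: 120 nM TDP2 per well; Buffer or medium: Mg2+-containing Tris-HCl buffer, pH 7.5; Reagent: 5 mM T5PNP; Dosing: 12.8 µM single point, 1% DMSO; Incubation: reaction 2 h, 37 °C; Detection: p-Nitrophenol epi absorbance; Read-out: % inhibition relative to enzyme-containing and enzyme-free wells; Replicates: single well per compound.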
rCAG binder: binds r(CAG) RNA repeats | r(CAG) RNA repeat, TO-PRO-1 dye displacement fluorescence | AID 651821 | inhibition, % at 3 µM | 370,000 tested, 1.3% active;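 active = inhibition above the plate cutoff, the mean of all test compounds on that plate plus 3 SD, cut at about 35% in these data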;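 note: 0% = DMSO alone and 100% = 100 µM mitoxantrone as full dye displacement; higher means more dye released from RNA so lower well fluorescence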
TCR-CD3 inh: blocks the human TCR-CD3 interaction | 360,000 tested, 0.37% active | TAMRA-labeled TCR probe fluorescence, biochemical | AID 651800 | inhibition, % at 9.4 µM; in the data active = inhibition above about 19%;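 note: recombinant mutant TCR 2C K166C tagged with TAMRA read by polarization; 0% = receptor in buffer alone and 100% = receptor with positive control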
SIAE inh: blocks human sialic acid acetylesterase; Q9HAT2; SIAE FP-Rh probe binding, fluorescence polarization; inhibition, % at 9.66 µM; 370,000 tested, 0.69% active;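 active = inhibition above a cutoff: mean of compounds within the control limits plus 3 SD of those, cut at about 17% in these data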;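 note: 0% = plate median of compound wells and 100% = probe without SIAE protein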
LEDGF integ inh: blocks HIV-1 LEDGF/p75-dependent DNA integration; TR-FRET IN-LEDGF/p75 DNA integration, Eu/Cy5; inhibition, % at 3.7 µM; 370,000 tested, 0.64% active;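 active = inhibition above the screen-wide mean plus 3 SD, cut at about 13% in these data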;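 note: signal is the Cy5 over europium emission ratio at 671 and 618 nm; 0% = plate median of compound wells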
HTRA1 inh: inhibitors of human serine peptidase HTRA1; inhibition, % at 5.96 µM; 340,000 tested, 0.5% active; Q92743; recombinant HTRA1, FP-rhodamine activity-based probe, fluorescence polarization; in the data active = inhibition above about 36%;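 note: 0% = enzyme with DMSO and 100% = wells lacking enzyme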
PG9 Ab binder: PG9 antibody binding by small molecule; TR-FRET gp120-PG9 antibody binding; inhibition, % at 6.7 µM; 360,000 tested, 0.43% active; AID 624416; in the data active = inhibition above about 8.5%
NR1D1 modulator: modulates human Rev-erb alpha binding to DNA; P20393; Rev-erbα–FITC-DNA binding, fluorescence polarization, 90 min; activity, % at 10 µM; 370,000 tested, 0.79% active; AID 1259318;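 active = activity above about 14%, limit read from the data; passing the limit was not always enough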;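 note: 0% = DMSO wells with 35 nM protein and 100% = DMSO wells with 750 nM protein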
Target sequence (P20393 whole entry, looked up): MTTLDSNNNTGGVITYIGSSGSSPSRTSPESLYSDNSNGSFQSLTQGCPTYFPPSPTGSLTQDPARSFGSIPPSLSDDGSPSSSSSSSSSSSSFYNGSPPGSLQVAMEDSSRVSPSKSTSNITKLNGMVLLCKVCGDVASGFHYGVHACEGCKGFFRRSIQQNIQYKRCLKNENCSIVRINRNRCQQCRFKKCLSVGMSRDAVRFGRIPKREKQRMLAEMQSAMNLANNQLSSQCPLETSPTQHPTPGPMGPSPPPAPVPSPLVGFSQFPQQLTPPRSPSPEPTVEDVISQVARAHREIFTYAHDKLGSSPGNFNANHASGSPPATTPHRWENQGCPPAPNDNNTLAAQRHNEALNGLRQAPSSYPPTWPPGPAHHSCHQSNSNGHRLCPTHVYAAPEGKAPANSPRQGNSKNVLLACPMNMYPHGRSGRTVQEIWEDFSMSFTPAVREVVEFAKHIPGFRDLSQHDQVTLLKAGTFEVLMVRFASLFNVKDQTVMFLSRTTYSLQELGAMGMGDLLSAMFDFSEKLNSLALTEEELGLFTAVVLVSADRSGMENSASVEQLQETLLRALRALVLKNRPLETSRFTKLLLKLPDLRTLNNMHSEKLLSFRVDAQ
ABHD4 inh: inhibitors of mouse ABHD4. inhibition, % at 8.92 µM. 370,000 tested, 0.54% active. purified mABHD4, FP-Rh probe fluorescence polarization. Q8VD66. AID 720543;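 active = inhibition exceeding the mean over every tested compound plus 3 SD, cut at about 30% in these data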;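 note: 0% = plate median of compound wells and 100% = S159A mutant with DMSO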
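System: mouse ABHD4 enzyme, wild type / Medium: HEPES pH 7.0, NaCl, Pluronic buffer / Reagent: FP-Rh activity-based fluorescent probe / Control set: S159A mutant high control, sample median low control / Detection: fluorescence polarization with parallel and perpendicular emission, 525/598 nm / Schedule: 45 min + 60 min at 25 °C / Compound dosing: 8.92 µM, single dose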
Numbers without * were called inactive; / = no result given. This is a subset, so the mix of outcomes need not match the whole.

SMILES | PRMT1 FP inh | TDP2 inh | rCAG binder | TCR-CD3 inh | SIAE inh | LEDGF integ inh | HTRA1 inh | PG9 Ab binder | NR1D1 modulator | ABHD4 inh
O=C(CCN1CCN(c2ccccc2)CC1)NNC(=O)Cc1ccc(Br)cc1 | -5 | -3 | -4 | 8 | 6 | -2 | 1 | -2.0 | 0 | 1
CCCCn1c(N)c(N(CCC(C)C)C(=O)CCCc2nc3ccccc3s2)c(=O)[nH]c1=O | 9 | -3 | -4 | -5 | 7 | 2 | 4 | 0.8 | -6 | -11
COc1cc(/C=N/NC(=O)C(=O)/C=C2\NC3(CCCC3)Cc3ccccc32)ccc1O | 3 | -7 | 10 | 7 | -11 | -3 | 27 | 0.1 | -7 | 8
NS(=O)(=O)c1ccc(NC(=O)CSc2nnc3n2CCCCC3)cc1 | 3 | 7 | 2 | 6 | 0 | -4 | -1 | 0.0 | 1 | 5
CCCCn1nc(C(=O)Nc2cc(C(F)(F)F)ccc2N2CCOCC2)ccc1=O | 0 | -13 | 0 | -3 | 1 | 1 | -25 | 0.1 | 1 | -12
Cc1cccc(C)c1-n1c(C)cc(/C=N\NC(=O)CC(=O)NC2CCCCC2)c1C | -3 | -21 | 0 | -7 | 4 | 4 | 9 | -1.7 | -2 | 2
Cc1cccc(S(=O)(=O)Nc2cc(Cl)ccc2N2CCOCC2)c1 | 1 | 1 | 4 | 1 | 6 | -2 | -4 | 0.2 | 15 | 1
Cc1noc(NS(=O)(=O)c2ccc(N3Cc4ccccc4C3=O)cc2)c1C | 2 | 8 | 9 | -4 | -8 | -4 | 4 | 0.3 | 1 | 10
CCn1cc(S(=O)(=O)N2CCN(Cc3cccc(Cl)c3)CC2)cn1 | -3 | -11 | -8 | 4 | 7 | -3 | 1 | -0.7 | -3 | 6
O=C(Nc1cccc(O)c1)c1ccc(NC(=O)c2cccs2)cc1 | 4 | -2 | 5 | 7 | -15 | 0 | -31 | -1.6 | -1 | -10
O=C(c1ccco1)N1CCN(C(=O)c2ccc(COc3ccc4c(c3)CCC4)o2)CC1 | 2 | 3 | -5 | 7 | 2 | -2 | -11 | -0.9 | -2 | -1
Cc1ncc(CN2CCCC(C(=O)Nc3ccc(-c4cccc(F)c4)cc3)C2)s1 (stereo not given) | -3 | 2 | -2 | -2 | 5 | 3 | -12 | -0.5 | -2 | -4
CCOC(=O)C1C(=O)C(=O)N(C2CCCCC2)C1C(=O)OCC (stereo not given) | -4 | -2 | 0 | 1 | 2 | 0 | 2 | -0.3 | -2 | 3
COc1ccc2cc(C3CC(c4ccco4)=NN3C(=O)CCC(=O)O)c(Cl)nc2c1 (stereo not given) | -1 | -7 | 9 | 6 | -2 | 4 | -3 | -3.7 | -8 | 6
CC(C)CN(C(=O)CSc1nnc(-c2cccs2)n1C1CC1)C1CCS(=O)(=O)C1 (stereo not given) | 1 | -12 | 2 | 1 | -1 | 1 | 0 | 2.1 | -2 | 1
COc1ccc(N2CCN(C(=O)CCCn3c(=O)[nH]c4cc(Cl)ccc4c3=O)CC2)cc1 | -3 | -22 | 3 | -11 | 4 | 2 | 11 | -5.3 | -5 | -2
COC(=O)c1cccc(NC(=O)c2cc3sccc3n2C)c1 | 4 | 8 | 3 | -1 | -1 | -2 | -31 | -0.8 | -4 | -7
Cc1ccc(C(=O)Nc2nnc(S(=O)(=O)Nc3ccccc3C)s2)cc1C | 5 | 3 | 45* | -3 | -14 | 1 | -19 | -0.3 | -1 | -21
O=C(O)CCCCCN1C(=O)/C(=C\c2cn(-c3ccccc3)nc2-c2cccs2)SC1=S | 5 | -5 | 20 | -1 | -6 | -8 | -24 | 0.8 | -5 | 1
C=CCC(=O)OCCCCCCOc1ccc(C(=O)O)cc1 | 2 | -6 | 6 | -3 | 2 | 1 | -1 | -0.1 | -1 | -4
FC(F)(F)c1ccc(N=Cc2sc(N3CCOCC3)nc2-c2ccccc2)cc1 | 2 | 6 | -1 | 0 | 8 | 0 | 2 | 1.9 | 0 | -1
C[C@H](CO)N1C[C@H](C)[C@@H](CN(C)C(=O)CCC(F)(F)F)OCc2cn(nn2)CCCC1=O | -4 | -5 | 2 | 7 | -3 | 0 | / | -1.6 | 1 | 3
O=C(NC(=S)Nc1ccc(N2CCOCC2)cc1)c1cncc(Br)c1 | -2 | -5 | 5 | 3 | -8 | 6 | 1 | -2.9 | -1 | 6
CC(C)CC(=O)c1c[nH]c(C(=O)NCCCn2ccnc2)c1 | 1 | 3 | -1 | 0 | 16 | -2 | -6 | 0.6 | -6 | 3
C=CCSc1nc(N)c(C(=O)Nc2ccccc2)cc1C#N | 3 | 0 | 2 | -7 | -13 | 5 | -38 | 3.6 | 10 | -22

Next section
SMILES | PRMT1 FP inh | TDP2 inh | rCAG binder | TCR-CD3 inh | SIAE inh | LEDGF integ inh | HTRA1 inh | PG9 Ab binder | NR1D1 modulator | ABHD4 inh
O=C(c1ccc(Cl)c(S(=O)(=O)N2CCOCC2)c1)N1CCN(Cc2ccccc2)CC1 | 0 | 4 | 1 | 6 | 12 | -2 | -1 | -0.2 | -2 | -3
Cc1ccc(S(=O)(=O)N(CC(=O)N2CCCC2)C2CCCCC2)cc1 | -2 | 3 | -8 | 2 | -1 | -2 | -5 | -0.2 | 0 | -1
O=C(NCc1ccccc1)c1ccc2c(=O)[nH]c3c(C(=O)NCC4CCCO4)sc(=S)n3c2c1 (stereo not given) | 1 | 6 | 50* | 5 | -2 | 1 | -4 | -5.0 | 1 | 26
C[C@H]1CN([C@@H](C)CO)C(=O)CCCn2cc(nn2)CO[C@@H]1CN(C)S(=O)(=O)c1ccc(C#N)cc1 | -1 | -6 | 4 | 0 | 2 | 1 | 4 | 2.1 | 6 | 6
Cc1nnc(SCC(=O)c2c(N)n(C)c(=O)n(C)c2=O)n1Cc1ccccc1 | 0 | -15 | -4 | 0 | 6 | 2 | 4 | -3.6 | -3 | -1
Cc1ccc(/C=N/NC(=O)Cn2cnc3c2c(=O)n(C)c(=O)n3C)s1 | 0 | -8 | 1 | 2 | 0 | -9 | 1 | -1.8 | 5 | 0
O=C(N/N=C/c1cccc(OC(=O)c2ccccc2Cl)c1)c1cccnc1 | 4 | -16 | 3 | -3 | -23 | 8 | -10 | -1.8 | 9 | -25
O=C(c1cc2c(s1)-c1ccccc1OC2)N1CCCC1 | -5 | 2 | 2 | 9 | -3 | 1 | -7 | -1.6 | 4 | -5
O=C(Oc1ccc2ccc(OC(=O)N3CCCCCC3)cc2c1)N1CCCCCC1 | -3 | -1 | -3 | 2 | 2 | -3 | -4 | -1.4 | -2 | 8
Cc1cc(NC2C3CC4CC(C3)CC2C4)n2nnnc2n1 (stereo not given) | -2 | 4 | -3 | 10 | -1 | -2 | 3 | 24* | 1 | 0
COc1ccccc1N1CCN(CC(=O)Nc2ccc(C)c(F)c2)CC1 | 1 | 10 | -6 | 2 | -3 | -2 | 9 | -1.0 | 1 | 2
CCOC(=O)c1cc(C)sc1NC(=S)Nc1ccccc1 | 0 | -5 | 7 | -1 | 1 | 3 | -12 | -0.4 | 4 | -8
O=C(NS(=O)(=O)c1ccc2ccc(S(=O)(=O)NCCSc3ccccc3)cc2c1)c1cccc2ccccc12 | 5 | -6 | 88* | 7 | -33 | -2 | / | 1.5 | 3 | -53
COc1ccccc1CCNS(=O)(=O)c1cn(C)nc1C | -4 | -10 | 0 | 4 | -11 | 4 | 4 | -2.4 | -3 | -6
CN(C)S(=O)(=O)c1cccc(-c2nnc(SCCNCCO)n2-c2ccc(F)cc2)c1 | 2 | 0 | -1 | -2 | 12 | -6 | -10 | 0.9 | 3 | 31*
CCN(CC)S(=O)(=O)c1cccc(C(=O)N[C@H](C(=O)OCC(=O)NC(=O)NC)C(C)C)c1 | 1 | -1 | -7 | 7 | 0 | -1 | 15 | -0.1 | -2 | 4
O=C(C[n+]1ccccc1)N/N=C/c1ccc(Cl)cc1 | -3 | 3 | 4 | -3 | -10 | -2 | 0 | 0.2 | 4 | 1
COc1cc(SC)ccc1C(=O)NCCCn1ccnc1 | -2 | 9 | -3 | -5 | -1 | -1 | 2 | 0.0 | 4 | 8
Cc1nc(C)n(CC(C)C(=O)N2CCN(S(=O)(=O)c3ccc(Cl)cc3)CC2)n1 (stereo not given) | 2 | 1 | -3 | -10 | 5 | -3 | -7 | 0.2 | -2 | -5
Cc1onc(-c2ccccc2)c1C(=O)N1CCCN(C(=O)c2c(-c3ccccc3)noc2C)CC1 | -1 | -12 | -1 | 2 | -3 | 3 | -1 | -2.5 | -2 | -4
CC(=O)c1ccccc1OCC(O)CN1CCN(C(c2ccccc2)c2ccccc2)CC1 (stereo not given) | -2 | -15 | -6 | -9 | 3 | 3 | -12 | -1.6 | -4 | -1
CCOC(=O)C1CCCN(c2c(N3CCOCC3)c(=O)c2=O)C1 (stereo not given) | -2 | -6 | 2 | -2 | 0 | 3 | 5 | -0.3 | -8 | 2
COc1ccc(NS(=O)(=O)c2cccc(C(=O)NNC(=O)CNC(=O)c3ccccc3)c2)cc1 | -5 | -4 | 11 | -5 | 0 | 8 | 1 | -0.9 | 2 | -4
CCCc1[nH]nc2c1C1(CCOC1C)C(C#N)=C(N)O2 (stereo not given) | 3 | 7 | -1 | 3 | 12 | 1 | -5 | -1.6 | -6 | 0
CCOc1ccc(-n2c(SCC(=O)Nc3ccc(OC)cc3)nc3c(c2=O)SCC3)cc1 | 1 | -11 | 1 | -4 | 4 | 4 | -3 | -1.1 | -6 | 3

Following part
SMILES | PRMT1 FP inh | TDP2 inh | rCAG binder | TCR-CD3 inh | SIAE inh | LEDGF integ inh | HTRA1 inh | PG9 Ab binder | NR1D1 modulator | ABHD4 inh
O=C(CCC(=O)Nc1cccc([N+](=O)[O-])c1)NCc1ccccc1 | 0 | 10 | 0 | 4 | 1 | -1 | 4 | 1.9 | 2 | 1
Clc1ccc(-[n+]2c(-c3cccc(Br)c3)[nH]c3nc4ccccc4nc32)cc1 | -1 | 3 | -1 | -3 | 0 | 0 | / | 0.4 | 0 | 0
CCCCOc1ccc(C(=S)N2CCC(C(N)=O)CC2)cc1 | 0 | -5 | -6 | 4 | 5 | 2 | -2 | -0.8 | -9 | -3
N#Cc1ccc(OCC(=O)NC(=O)NC2CCS(=O)(=O)C2)cc1 (stereo not given) | -3 | -9 | 3 | -6 | -4 | 1 | 6 | -0.9 | -4 | 1
Cc1cc(Cl)ccc1N=C1N=C(N)c2ccccc21 | -2 | -14 | 0 | -1 | 1 | 1 | 2 | -1.2 | -5 | -3
CC(C)CC1(C)N=C(c2ccccc2)C(=S)N1 (stereo not given) | 4 | -5 | -2 | -10 | -5 | 2 | -6 | 2.1 | 7 | -12
Cc1nnc(SCc2ccc(Cl)c(Cl)c2)s1 | -2 | -13 | -2 | -1 | 5 | 2 | -3 | 2.1 | -1 | -2
Cc1cc(C)n(-c2ccc3nncn3n2)n1 | -3 | 12 | 1 | 4 | 0 | 1 | 3 | 1.7 | -1 | -4
